High-throughput results as filed in PubChem.
Tau fibril ThT: tau fibrillization inhibition (ThT binding); recombinant tau K18 P301L, heparin-induced fibrillization, ThT fluorescence; AID 1460; P10636; actives 2.1% (n = 270,000); Potency, µM (top dose mostly 57.4 µM), for inactives: at the top dose activity, negative = inhibition, usual class: inhibitors; note: nearly all actives have a fitted effect of over 55% in size
Target sequence (P10636 561-689 P618L limits assumed): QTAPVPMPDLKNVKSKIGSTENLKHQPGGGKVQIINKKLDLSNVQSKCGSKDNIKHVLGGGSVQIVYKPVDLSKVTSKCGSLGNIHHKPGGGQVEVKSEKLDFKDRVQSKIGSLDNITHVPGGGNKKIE
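Recombinant human tau K18 fragment […] carrying P301L, 15 uM unlabeled plus 0.24 uM Alexa 594-labeled, was fibrillized with 20 uM heparin in 100 mM sodium acetate pH 7 for 6 hr at 37 C; 30 uM ThT fluorescence read after 1 hr.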
Tau fluor cs: counter-screen for tau fibril formation inhibitors. AID 1463. actives 0.93% (n = 280,000). Potency, µM (top dose mostly 57.7 µM), without a hit: at the top dose activity change, negative = decrease. tau K18 P301L (four-repeat tau fragment) Alexa594 fluorescence, heparin fibrillization; note: nearly all actives have a fitted effect of over 55% in size
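Human K18 P301L tau (15 uM unlabeled plus 0.24 uM Alexa 594-labeled, final) in 100 mM sodium acetate pH 7 was mixed with compound and 20 uM heparin and incubated 6 hr at 37 C.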
Tau FP inhib: blocks human tau fibril formation measured by polarization. Potency, µM (highest dose often 57.7 µM), without a hit: at the top dose activity, negative = inhibition, actives largely listed as inhibitors. P10636. actives 0.39% (n = 280,000). AID 1468. K18 P301L tau heparin fibrillization, Alexa594 FP, 6 h; note: nearly all actives have a fitted effect of over 55% in size
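Read-out: fluorescence polarization of Alexa 594-labeled tau (0.24 uM), 555 nm excitation, 632 nm emission. Mixtures held 15 uM unlabeled K18 P301L, compound and 20 uM heparin, pH 7 acetate buffer, incubated 6 hr at 37 C.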
Starred values were filed as active, the others as inactive; ? = inconclusive; [ ] = dose if it differs, or a comment. Calls come from the whole dose curve; as a rule, active = well fitted curve in the direction sought with a large enough effect; inconclusive = small, poorly fitted or top-dose-only effect, or another doubt; inactive = no such curve, though single readings can be large; an effect the other way counts as inactive or inconclusive. % is set by controls: 0 for no effect and ±100 for the full control effect; potency is the fitted concentration of half-maximal effect. This is a subset (hit frequency here may not be typical).

SMILES	Tau fibril ThT	Tau fluor cs	Tau FP inhib
COc1ccccc1CN1CCC(CNC(=O)c2cnn(-c3cccc(Cl)c3)c2C2CCN(C(=O)OC(C)(C)C)CC2)CC1	-15%	-6%	-10%
CC(=O)N1CCCc2cc(S(=O)(=O)N(C)CC(=O)Nc3ccc(Cl)cc3C)ccc21	1%	-5%	-9%
CCOc1ccccc1CNC(=O)Cn1nc(C)c2nn(-c3ccc(Cl)cc3)c(C)c2c1=O	15%	0%	11%
Cc1cccc(OC(=O)c2cc(-c3ccc4c(c3)OCCO4)on2)c1C	-15%	-24%	-9%
COc1ccc(Br)cc1CNC(=O)CCCn1c(=O)c2cccn2c2ccccc21	?	10%	-11%
Cc1ccc2c(c1)c1c(c(=O)n(Cc3ccccc3)c(=O)n1CC(=O)Nc1ccccc1F)n2C	10%	0%	-5%
Fc1ccc(C2=CC(c3ccc(F)cc3)n3c(nc4ccccc43)N2)cc1 (stereo not drawn)	?	3%	-1%
COCCCNc1ncnc2c1nnn2C	-5%	-1%	-7%
Cc1cc(C)cc(NC(=O)Nc2ccc3nc(N4CCN(C)CC4)cc(C)c3c2)c1	?	7.9µM*[quencher]	?
COc1ccc(OCc2ccc(-c3nc(C#N)c(NCc4ccccc4)o3)o2)cc1	-11%	?	?
CC(=O)N1CCCc2ccc(NS(=O)(=O)c3ccc(C)c(C)c3)cc21	-3%	-11%	-11%
CCc1c(C)sc2c1CCN(Cc1ccc(F)cc1)C2c1ccccc1 (stereo not drawn)	?	-12%	-7%
CCN(CC)CCCNC(=O)c1ccc2nc(CCc3ccccc3)oc2c1	7%	0%	-6%
COc1ccc(CCNC(=O)c2ccc3c(c2)N(Cc2c(F)cccc2Cl)C(=O)CS3)cc1OC	-5%	-13%	6%
CCCOc1ccc(-c2cccc(NS(=O)(=O)c3ccc(CC)cc3)c2)nn1	-2%	?	-14%
CCc1ccc(NC(=O)Cn2nnc(C(=O)NCc3ccc(C)cc3)c2N)cc1	-2%	-4%	-3%
O=c1oc2c(CN3CCOCC3)c(O)ccc2cc1-c1ccccc1	-2%	-13%	-4%
Cc1cc2c(cc1S(=O)(=O)N(CCN(C)C)Cc1ccccc1)OCC(=O)N2	2%	-3%	-2%
Cc1ccc(CNC(=O)c2nc(-c3ccc(Cl)cc3)n3c2CCCCC3)cc1	-10%	0%	9%
CCC(C)NC(=O)c1ccc2c(c1)sc1nc(-c3ccc(OC)cc3)cn12 (stereo not drawn)	0%	1%	-2%

Continued (3 carried over from the part before).
SMILES	Tau fibril ThT	Tau fluor cs	Tau FP inhib
Cc1cc2c(cc1S(=O)(=O)N(CCN(C)C)Cc1ccccc1)OCC(=O)N2	2%	-3%	-2%
Cc1ccc(CNC(=O)c2nc(-c3ccc(Cl)cc3)n3c2CCCCC3)cc1	-10%	0%	9%
CCC(C)NC(=O)c1ccc2c(c1)sc1nc(-c3ccc(OC)cc3)cn12 (stereo not drawn)	0%	1%	-2%
O=S(=O)(Nc1ccc(F)cc1F)c1ccc(-n2cccn2)cc1	2%	-9%	-3%
O=C(Cn1c(-c2cccs2)cc2cc(Cl)ccc21)NCc1ccccc1	3%	-12%	-9%
O=C(COc1ccccc1[N+](=O)[O-])Nc1cccc(-c2nc3ccccc3s2)c1	?	?	-5%
Cc1ccc(C)n1-c1c(C(=O)NCCC(C)C)sc2ncccc12	-13%	-13%	-1%
Cc1sc(C2C(C#N)=C(N)N(c3ccc(Cl)cc3)C3=C2C(=O)CCC3)cc1CN1CCOCC1 (stereo not drawn)	-8%	-7%	-2%
CC(C)c1nn2c(=O)cc(COC(=O)c3ccc(NC(=O)CCc4ccccc4)cc3)nc2s1	-1%	-1%	-3%
COc1ccc(CNC(=O)CSc2ncc3c(n2)-c2ccc(Cl)cc2N(Cc2ccccc2)S3(=O)=O)cc1	2%	-26%	-16%
Cc1ccc(CSc2nncn3c2cc2sccc23)cc1	5%	1%	-4%
COc1cc(OC)c(NC(=O)Cn2ncn3c(cc4cc(C)ccc43)c2=O)cc1Cl	-12%	-21%	0%
COc1cccc(N2CC(NC(=O)CCCc3ccccc3)CC2=O)c1 (stereo not drawn)	-2%	-1%	1%
Cc1ccc(NC(=O)CSc2nnc3[nH]c(=O)cc(-c4ccccc4)n23)cc1Cl	?	-27%	-3%
COc1ccc(-c2nc3scc(CCNS(=O)(=O)c4cccc(C(C)=O)c4)n3n2)cc1	-5%	-15%	-10%
COc1ccc(CCNC(=O)CS(=O)Cc2nc(-c3ccc(C)cc3)oc2C)c(OC)c1 (stereo not drawn)	?	3%	-3%
COc1ccc(Cn2c(=O)c3oc4ccccc4c3n(Cc3ccc(Cl)cc3)c2=O)cc1	-6%	-13%	-9%
COc1ccc(Cl)cc1NC(=O)CSc1cn(CC(=O)N2CCCCCC2)c2ccccc12	-4%	-19%	8%
CCc1ccc(NC(=O)CC2C(=O)N(c3cccc(C)c3)C(=O)N2Cc2ccco2)cc1 (stereo not drawn)	-7%	-27%	-9%
CCOC(=O)c1ccc(NC(=O)CN2C(=O)C(C)(C)c3ccccc32)cc1	-5%	-22%	-2%
COc1ccc(NC(=O)C(=O)NCCc2sc(-c3ccc(Cl)cc3)nc2C)cc1	?	-2%	-2%
CC(=O)N1CCc2cc(CNS(=O)(=O)c3cccs3)ccc21	-10%	-9%	-2%
CC(=O)Nc1cccc(-c2nc(-c3ccccc3)no2)c1	-16%	?	?
CSc1cccc(-n2nnc(-c3nsc(NC(=O)c4cccs4)n3)c2C)c1	?	-17%	?
CCn1cc2c(n1)-c1c(oc(C(=O)Nc3cccc(C)c3C)c1C)CC2	-15%	?	-2%
COc1ccc(F)cc1S(=O)(=O)NCC(c1ccco1)S(=O)(=O)c1cccs1 (stereo not drawn)	-3%	-10%	-9%
Cc1cccc(OCC(=O)Nc2ccccc2C(=O)OCc2cc(=O)n3ccsc3n2)c1	3%	-3%	-6%
O=C(c1ccccc1)N1c2ncnn2C2(CCCCC2)[C@@H]2CCCC[C@@H]21	1%	1%	6%
CCC(=O)Nc1nnc(S(=O)(=O)N(C)Cc2ccccc2)s1	-14%	-4%	?
COc1cc(NC(=O)Cn2c(=O)n(Cc3ccccc3)c(=O)c3oc4ccccc4c32)cc(OC)c1	?	?	?
CC(C)Cn1c(=O)c2sccc2n2c(CCCC(=O)Nc3ccc(Cl)cc3)nnc12	2%	-23%	-3%
O=C(Cn1c(=O)n(Cc2ccc3c(c2)OCO3)c(=O)c2oc3ccccc3c21)Nc1ccc(F)cc1	?	-20%	?
Cc1ccc(CNC(=O)c2cnn(-c3ccc(F)cc3F)c2C2CCN(C(=O)OC(C)(C)C)CC2)cc1	-5%	-9%	0%
CC(C)c1ccc(NC(=O)CN2C(=O)CCc3cc(S(=O)(=O)N4CCOCC4)ccc32)cc1	0%	-17%	-11%
CC(C)NC(=O)c1ccc(Cn2c(SCC(N)=O)nc3ccccc3c2=O)cc1	11%	7%	2%
O=C(NCCc1ccc(Cl)cc1)c1cnc2sc(N3CCOCC3)nn2c1=O	7%	5%	5%
CCN1CCN(CCCNC(=O)c2ccc3c(c2)sc2nc(-c4ccc(C)cc4)cn23)CC1	-5%	-7%	-1%
COc1cccc(NC(=O)Cn2nnc(C(=O)NCCc3ccccc3)c2N)c1	4%	-11%	?
Cc1ccc2c(=O)c(C(=O)c3cccc(Cl)c3)cn(CC(=O)NC3CCCCC3)c2n1	?	-14%	-9%
CCOc1ccc(CCNC(=O)C2COc3ccccc3C2)cc1OCC (stereo not drawn)	-2%	-1%	5%
CN(C(=O)CSc1cn(CC(=O)N2CCCC2)c2ccccc12)c1ccccc1	-6%	-9%	2%
COc1ccc(Nc2cc(C)nc(-n3nc(C)cc3C)n2)cc1Cl	?	?	?
COc1ccc(CCNC(=O)Cn2c(=O)nc(-c3ccccc3)c3ccccc32)cc1OC	3%	15%	12%
O=C(Cn1cnc(S(=O)(=O)N2CCCC2)c1)Nc1cccc(F)c1	-1%	-4%	-7%
CCOC(=O)C1CCN(C(=O)c2ccc(C)c(NC(=O)c3nsc4ccccc34)c2)CC1	-14%	-2%	0%
COc1ccc(NS(=O)(=O)c2ccc3c(c2)NC(=O)CCS3)c(OC)c1	3%	3%	0%
CCCc1cc(=O)[nH]c(SCc2nc(-c3ccc(OCC)cc3)no2)n1	-4%	-6%	-14%
COc1ccc(-c2noc(Cn3c(=O)c4ccccc4n(CC(=O)Nc4cccc(C(F)(F)F)c4)c3=O)n2)cc1	?	-9%	11µM*
COc1cccc(C(=O)NCC(c2ccc3c(c2)OCO3)N2CCN(C)CC2)c1 (stereo not drawn)	11%	1%	-7%
CC(=O)c1ccc(N2CCN(S(=O)(=O)c3ccc(-c4cc(C)no4)s3)CC2)cc1	7%	-1%	-6%
Cc1nn(C(=O)c2cccc([N+](=O)[O-])c2C)c(C)c1S(=O)(=O)N1CCCCCC1	?	-29%	15%
CCOc1cc(CNC(=O)CN2CCSc3ccccc32)cc(OCC)c1OCC	-12%	-25%	9%
CCOc1ccc(CCNC(=O)C2CCC(CNS(=O)(=O)c3ccc(Cl)cc3)CC2)cc1OCC (stereo not drawn)	-11%	-1%	-4%
Cc1ccc(C)c(S(=O)(=O)c2cn(C)c3cc(N4CCCCC4C)c(F)cc3c2=O)c1 (stereo not drawn)	-6%	-6%	4%

Looked up one by one from the list above:
SMILES	Tau fibril ThT	Tau fluor cs	Tau FP inhib
Cc1ccc(C)c(S(=O)(=O)c2cn(C)c3cc(N4CCCCC4C)c(F)cc3c2=O)c1 (stereo not drawn)	-6%	-6%	4%
O=C(Cn1cnc(S(=O)(=O)N2CCCC2)c1)Nc1cccc(F)c1	-1%	-4%	-7%
COc1cccc(C(=O)NCC(c2ccc3c(c2)OCO3)N2CCN(C)CC2)c1 (stereo not drawn)	11%	1%	-7%
Cc1nn(C(=O)c2cccc([N+](=O)[O-])c2C)c(C)c1S(=O)(=O)N1CCCCCC1	?	-29%	15%
COc1ccc(-c2noc(Cn3c(=O)c4ccccc4n(CC(=O)Nc4cccc(C(F)(F)F)c4)c3=O)n2)cc1	?	-9%	11µM*
CCOc1cc(CNC(=O)CN2CCSc3ccccc32)cc(OCC)c1OCC	-12%	-25%	9%
